# IkB signaling: IkB Signaling | Potency, µM (doses to about 57.1 µM), inactives show top-dose IkBa stabilization activation | 110,000 compounds, 0.04% hits | ABC-DLBCL IkBa-CBG/CBR dual luciferase ratio, 4 h; response scale: scaled: untreated 0%, proteasome inhibitor 100% | AID 445, 2006; active means well fitted curve in the direction sought with a large enough effect in the signal ratio, not every such curve was filed as active; inconclusive means small, poorly fitted or top-dose-only effect, or a change in a side signal; the % refers to the signal ratio;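 further: the direction sought is a rising ratio; 0% = basal untreated cells and 100% = reference inhibitor full response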
#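 Luminescence ratio of IκBα-fused green versus native red beetle luciferase in OCI-Ly3 cells, 4 h post-doxycycline with compound; red signal alone, scaled from basal (0%) to zero light (-100%), flagged nonspecific or cytotoxic effects.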
# p53ts 39C kill: qHTS Screen for Compounds that Selectively Target Cancer Cells with p53 Mutations: Cytotoxicity of p53ts Cells at the Nonpermissive Temperature; Potency, µM (titrated, usually from 46.1 µM), inactives show top-dose activity change, negative = cell killing, actives largely listed as cytotoxic; 130,000 compounds, 1.5% hits; H1299-p53A138V viability at 39C, ATP luminescence, 24 h; further: nearly all actives have a fitted effect of over 55% in size
# p53ts 32C kill: qHTS Screen for Compounds that Selectively Target Cancer Cells with p53 Mutations: Cytotoxicity of p53ts Cells at the Permissive Temperature; 130,000 compounds, 0.93% hits; H1299-p53A138V at 32C, ATP luminescence viability, 24 h; Potency, µM (highest dose often 46.1 µM), without a hit: at the top dose activity change, negative = cytotoxicity, most hits filed as cytotoxic;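 further: 0% = DMSO and -100% = full killing by reference compound; nearly all actives have a fitted effect of over 55% in size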
#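 H1299-p53 A138V cells (temperature-sensitive p53) exposed 24 h to up to 46 uM compound at 32C, where p53 is wild-type in conformation. Viability read as ATP luminescence and normalised to DMSO and 100 uM tamoxifen. AC50 fitted with the Hill equation.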
# Imprint erasure: qHTS Assay for Compounds that Induce Erasure of Genomic Imprints; mouse ES Peg3-LacZ reporter, beta-gal luminescence, 40 h; Potency, µM (titrated, usually from 60.7 µM), without a hit: at the highest dose activity change, positive = activation, most hits filed as activators; 110,000 compounds, 0.02% hits; AID 1948, 2009;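 further: 0% = negative control wells on the plate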
#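 Each well holds 300 Peg3LacZ-Neo (maternal) female ES cells incubated 40 h at 37C, 5% CO2. LacZ is measured by BetaGlo luminescence, with AC50 and maximum efficacy derived from dose-response curves.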
# * = called active by the depositor; ? = inconclusive; . = not tested or not shown; & = joins results of further samples; [ ] = dose if it differs, or a comment. Unless noted, the call rests on the fitted dose curve; in most records, active means well fitted curve in the direction sought with a large enough effect; inconclusive means small, poorly fitted or top-dose-only effect, or another doubt; inactive means no such curve, though single readings can be large; an effect the other way counts as inactive or inconclusive. Unless noted, on the % scale 0 is the no-effect control and ±100 the full control effect; potency means the concentration at half of the fitted maximal effect.
SMILES,IkB signaling,p53ts 39C kill,p53ts 32C kill,Imprint erasure
Cc1ccc(-n2ncc3c2ncn2c(-c4ccncc4)nnc32)cc1,-0.2%,3%,-5%,-9%
COCCOC(=O)c1c(C)n(C)c2ccc(OC(=O)N3CCOCC3)cc12,2.4%,-7%,2%,-4%
Cc1ccc(C(O)CN2C3=NCCCN3c3ccccc32)cc1 (configuration not stated),.,6%,2%,.
Cc1cccc(-c2noc(-c3cccnc3NCc3ccco3)n2)c1,0.0%,-28%,-8%,-11%[10.9 µM]
O=C(CSc1nnc(-c2ccco2)o1)c1ccccc1,?,-8%,1%,-12%
COc1ccc(OC)c(CCNC(=O)c2cc3c(s2)-c2c(C)cccc2OC3)c1,?,-15%,12%,-2%[10.9 µM]
COc1ccc(C(=O)/C=C\N2CCOCC2)cc1,1.4%,3%,4%,-9%
Cc1ccc(NC(=O)CCc2c(C)nn(-c3ccc(N4CCCCC4)nn3)c2C)cc1F,?,13µM*,?,-18%[10.9 µM]
CC1(C)Cc2ccccc2C(=NCCCCCC(=O)O)N1,.,-8%,0%,.
Cc1ccc2cc(COC(=O)c3ccncc3)c(=O)[nH]c2c1,-3.1%,-8%,-3%,-1%
O=C(Cc1ccc(Cl)cc1)Nc1ccc2oc(-c3ccccc3F)nc2c1,0.3%,-19%,-22%,-18%[10.9 µM]
CCc1cccc(NC(=O)CCc2nc3cccnc3n2-c2ccccc2)c1,1.0%,22%,-6%,-10%[10.9 µM]
CCCCNC(=O)c1cnn2c(C)c(Cc3c(C)cc(C)cc3C)c(C)nc12,?,16µM*,?,-25%[10.9 µM]
CC1CCN(C(=O)C2Cc3ccccc3CN2S(=O)(=O)c2ccc(F)cc2)CC1 (configuration not stated),2.8%,10%,8%,-16%
CCCCNS(=O)(=O)c1ccc2nc(-c3cccnc3)cc(C(=O)NC(C)C)c2c1,0.9%,-10%,9%,13%[10.9 µM]
CSc1nnc(Cn2c(=O)sc3ccccc32)n1-c1ccccc1C,4.0%,10%,0%,-14%
O=C(CN1CCN(C2CCCCC2)CC1)c1ccc2cc[nH]c2c1,3.8%,-4%,-2%,-3%
Cc1ccc(-c2noc(-c3ccc(NCc4ccco4)c([N+](=O)[O-])c3)n2)cc1,0.5%,4%,-12%,-10%[10.9 µM]
COc1ccc(Cn2c(C(=O)O)c(CNCCc3cc(OC)ccc3OC)c3ccc(C)cc32)cc1,?,-7%,0%,-2%[10.9 µM]
COc1ccc(-c2nc(C(=O)Nc3cccc(C(C)=O)c3)nn2-c2ccc(Cl)cc2)cc1,-1.2%,2%,5%,-13%[10.9 µM]

# Copied from the list.
# p53ts 39C kill, CCCCNC(=O)c1cnn2c(C)c(Cc3c(C)cc(C)cc3C)c(C)nc12 = 16µM*
# Imprint erasure, Cc1cccc(-c2noc(-c3cccnc3NCc3ccco3)n2)c1 = -11%[10.9 µM]
# p53ts 39C kill, Cc1ccc(C(O)CN2C3=NCCCN3c3ccccc32)cc1 (configuration not stated) = 6%
# p53ts 32C kill, COc1ccc(OC)c(CCNC(=O)c2cc3c(s2)-c2c(C)cccc2OC3)c1 = 12%
# p53ts 32C kill, COc1ccc(C(=O)/C=C\N2CCOCC2)cc1 = 4%
# p53ts 39C kill, CCc1cccc(NC(=O)CCc2nc3cccnc3n2-c2ccccc2)c1 = 22%

# Following part
SMILES,IkB signaling,p53ts 39C kill,p53ts 32C kill,Imprint erasure
CC(C)NC(=O)NC(=O)COC(=O)c1ccc(F)cc1F,.,12%,16%,.
O=C(NCC1CCCO1)c1cccnc1Nc1ccccc1F (configuration not stated),-0.3%,21%,-3%,-3%
O=C(CN(C(=O)c1ccco1)c1cccc(F)c1)NCc1ccc(F)cc1,1.1%,9%,3%,.
COC(=O)[C@@H]1CC[C@H](C)[C@@H](c2ccc(C)cc2)N1C(=O)c1ccc(/C=N\OC[C@@H](O)[C@H]2O[C@H]3OC(C)(C)O[C@H]3[C@@H]2O)cc1,.,10%[9.22 µM],7%[9.22 µM],.
Cc1ccc(NC(=O)c2ccco2)cc1C,1.6%,?,?,-80%[inhibitor]
Cc1noc(C)c1-c1nc(NCc2ccccc2)c2ccccc2n1,1.8%[11.4 µM],-17%,-4%,-6%
O=C(Nc1nc2ccccc2n1Cc1ccc(Cl)cc1)c1ccco1,7.0%,15%,-13%,-13%
CCOC(=O)c1ccc(NC(=O)Cn2cc3c(n2)CCC(C)C3)cc1 (configuration not stated),-1.1%,12%,-7%,-18%
Cc1cc(-c2cccnc2)c(C#N)c(SCC#N)n1,1.6%,4%,9%,2%
O=C(NC1CCCC1)c1ccc2c(=O)n(Cc3ccccc3)c(SCc3ccccc3F)nc2c1,-0.5%,-15%,1%,-2%[10.9 µM]
CCOc1cccc(C(=O)Nc2ccc(-c3nc4cc(C)cc(C)c4o3)cc2)c1,?,-2%,-7%,15%[10.9 µM]
COc1ccc2cc3cc(C(=O)N4CCN(c5cccc(C(F)(F)F)c5)CC4)sc3nc2c1,2.6%,-13%,8%,8%[10.9 µM]
COc1cccc(CC(NC(C)=O)C(=O)NC2CCN(c3c4c(nc5ncnn35)CCC4)CC2)c1 (configuration not stated),0.5%,-11%,0%,-14%
O=c1cc(-c2ccccc2O)oc2cc(O)ccc12,.,?,-28%,.
O=C(NCCCN1CCOCC1)c1ccc(CS(=O)(=O)c2c(Cl)cccc2Cl)o1,-0.2%,-2%,1%,-6%
CC(CNC(=O)c1ccc2c(c1)nc1n2CCOC1)c1ccccc1 (configuration not stated),-0.6%,?,-6%,-4%[10.9 µM]
O=c1[nH]c(=O)n([C@@H]2O[C@H](CO)[C@@H](O)[C@H]2O)cc1F,.,?,-28%,-25%
c1ccc(Cc2cc(-c3ccccc3)on2)cc1,.,-2%,-8%,.
Cc1ccc2nc(CSc3nnc(-c4ccco4)n3-c3ccccc3)cc(=O)n2c1,0.2%,-9%,5%,5%
Cc1cc(C)n(-c2nc(N(C)C)nc(N(C)C)n2)n1,.,2%,-4%,.
O=C(NCc1ccc(Cl)c(Cl)c1)c1cccnc1,-0.1%,3%,-5%,4%
COc1ccccc1CNc1nc(-c2ccco2)nn1S(C)(=O)=O,0.4%,0%,4%,-11%[10.9 µM]
CCOc1ccc(NCc2cccn2-c2nnc(N3CCC(C(=O)NCCc4ccc(OC)c(OC)c4)CC3)s2)cc1,?,-15%,-2%,-14%[10.9 µM]
COc1ccc(OC)c(-c2nc(C)sc2CC(=O)O)c1,-0.8%,9%,-5%,9%
COc1ccc(N=c2oc3cc(O)ccc3cc2C(=O)NCC2CCCO2)c(OC)c1 (configuration not stated),0.1%,-1%,4%,-61%[inhibitor]
COC(=O)c1ccc(NC(=O)C23CCC(C)(C(=O)O2)C3(C)C)cc1 (configuration not stated),-0.8%,-5%,-9%,4%
O=C(OCc1cccs1)c1ccccc1NS(=O)(=O)c1ccc2c(c1)OCCO2,0.9%,9%,6%,-16%
CCc1nc(SCC(=O)N2CCCC2)c2ccccc2n1,0.8%,-15%,-3%,-3%
COc1ccc(-n2cc(-c3ccccc3)c3c(NCCc4ccc(OC)c(OC)c4)ncnc32)cc1,-1.5%,3%,-1%,-7%[10.9 µM]
COc1cccc2c1cc1c(=O)n(CC(=O)NC3CC3)nc(C)n12,-0.1%,-2%,-2%,7%[10.9 µM]
CCNS(=O)(=O)c1ccc(NS(=O)(=O)c2cc(C)ccc2C)cc1,2.4%,4%,0%,15%
Cc1ccc(-n2nc3c(=O)n(CC(=O)NCCC(C)C)nc(C)c3c2C)cc1,3.3%,-15%,-4%,-5%[10.9 µM]
CCC1Oc2ccc(C)cc2N(CC(=O)N(Cc2ccncc2)Cc2ccco2)C1=O (configuration not stated),.,11%,9%,.
CCOC(=O)c1snc(-c2ccc(F)cc2)c1N,-1.8%,-6%,-10%,-18%
CN1CCCC(OC(=O)c2ccc3c(c2)OCCO3)C1 (configuration not stated),0.0%,-7%,-3%,-25%
CC(=O)C(Sc1ccc2nnc(-c3ccc(F)cc3)n2n1)C(C)=O,-1.6%,3%,8%,-15%
CCOc1ccccc1CNC(=O)c1cc2c(=O)n(Cc3ccco3)ccc2nc1C,3.1%,-10%,0%,-10%[10.9 µM]
COc1ccc(OC)c(NC(=O)C2CCCNC2=O)c1 (configuration not stated),0.7%,11%,0%,-4%
Clc1ccc(-c2nn3cnnc3s2)c(Cl)c1,-3.1%,-17%,1%,6%
Cc1cc(-c2ccccc2)nc(SCc2ccc(C(=O)O)o2)n1,2.2%,9%,-7%,-17%

# In another format: three of the compounds above
CC(C)NC(=O)NC(=O)COC(=O)c1ccc(F)cc1F
  IkB signaling: .
  p53ts 39C kill: 12%
  p53ts 32C kill: 16%
  Imprint erasure: .
CC(CNC(=O)c1ccc2c(c1)nc1n2CCOC1)c1ccccc1 (configuration not stated)
  IkB signaling: -0.6%
  p53ts 39C kill: ?
  p53ts 32C kill: -6%
  Imprint erasure: -4%[10.9 µM]
O=C(NCC1CCCO1)c1cccnc1Nc1ccccc1F (configuration not stated)
  IkB signaling: -0.3%
  p53ts 39C kill: 21%
  p53ts 32C kill: -3%
  Imprint erasure: -3%

# (next part)
SMILES,IkB signaling,p53ts 39C kill,p53ts 32C kill,Imprint erasure
Nc1ncnc2c1ncn2[C@@H]1O[C@@H](C(=O)NC2CC2)[C@H](O)[C@@H]1O,?,8%,-9%,.
CCN(C(=O)CSc1nc2n[nH]c(C)c2c(=N)n1-c1cccc(OC)c1)c1cccc(C)c1,?,-29%,11%,-16%[10.9 µM]
CNC(=O)CCc1nc(-c2ccc(C(C)(C)C)cc2)no1,1.8%,?,13µM*,-26%
CCCN1C(=O)c2ccc(C(=O)NC3CCCCC3)cc2C1=O,-3.6%,7%,-2%,25%
Cn1c(=O)[nH]c(=O)c2c1nc(Br)n2CCCSc1nc2ccccc2o1,?,-19%,-6%,-20%
O=S(=O)(c1ccc(C2CCCCC2)cc1)N1CCN(c2ccc(Cl)c(Cl)c2)CC1,-1.6%,13%,-2%,-4%[10.9 µM]
Cc1cc(C)n(-c2ccc(F)cc2)c(=O)c1C(=O)O,-0.9%,-5%,-6%,-9%
Oc1ccc(Br)cc1/C=N/n1cnc2ccccc21,10.0%,-5%,-3%,-13%
O=C(O)c1cc2ccc3ccccc3c2oc1=O,.,6%,-10%,.
Cc1ccc(-c2nc(C#N)c(NCCN3CCCCC3)o2)cc1,0.0%,1%,-6%,-16%
CCOc1ccccc1NC(=O)C1CCCN1S(=O)(=O)c1ccc2nc(-c3ccccc3)[nH]c2c1 (configuration not stated),?,-19%,8%,15%[10.9 µM]
O=C(O)Cn1ncc2c1-c1ccoc1CC2,0.4%,8%,7%,-2%
CCOC(=O)N1CCC(NC(=O)Cn2ncc3c2-c2cc(C)ccc2OC3)CC1,-0.4%,8%,4%,-9%
CCCCCCCC/C=C\CCCCCCCC(=O)NCCc1ccc(O)c(O)c1,59%,13µM*,?,-47%&-44%[inhibitor]
O=C(NCc1cccc(F)c1)c1ccc(NC(=O)c2nsc3ccccc23)cc1,?,10µM*,11µM*,7%[10.9 µM]
COc1ccc(NC(=O)CSc2nc3cc(OC)c(OC)cc3c3nc(-c4ccccc4)nn23)cc1Cl,-3.2%,44%[activator],-1%,5%[10.9 µM]
COC(=O)c1sccc1S(=O)(=O)N1CCN(c2cccc(C)c2)C(C)C1 (configuration not stated),?,-24%,-3%,-9%[10.9 µM]
Cc1ccc2c(c1)nnn2C1CCN(S(=O)(=O)c2ccc3ccccc3c2)CC1,.,17%,-16%,.
COC(=O)c1scc(-c2ccc(C)cc2)c1S(=O)(=O)Nc1ccc(N(C)C)cc1,-2.2%,-1%,13%,-15%[10.9 µM]
CCOc1ccccc1Nc1nc(N)nc(CSc2nccc(C)n2)n1,-0.6%,22%,-4%,2%
CCOc1cc(CN2CCCCC2)ccc1OC,0.7%,7%,3%,-7%
O=C(O)CCC(O)=C1S(=O)(=O)OCCOS1(=O)=O,0.9%[11.4 µM],4%[9.22 µM],-4%[9.22 µM],-8%[10.9 µM]
COc1ccc(CCNC(=O)Cn2c(=O)n(-c3ccc(C)c(C)c3)c(=O)c3c(C)c(C)sc32)cc1OC,?,-23%,6%,-7%[10.9 µM]
Cc1ccc(Oc2nc3ccccn3c(=O)c2/C=C(\C#N)c2nc3ccccc3s2)c(C)c1,?,7%,3%,5%[10.9 µM]

# This is a random part of the collection; any-hit rate near 1.8%.
